Screening results as filed in PubChem BioAssay.
KAT2A inh = blocks human GCN5L2 histone acetyltransferase | Q92830 | GCN5L2 HAT assay, ThioGlo1 CoA-SH fluorescence | Potency, µM (highest dose often 58.9 µM), for the others: at the top dose activity change, negative = inhibition, hits mostly inhibitors | hit rate 0.21% among 390,000 | AID 504327
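GCN5L2 (20nM final) in 50mM HEPES, 0.1mM EDTA pH 7.5, 0.01% Tween-20 was preincubated 15 min at room temperature with compound, then given ThioGlo1 (50uM), H3(1-25) peptide (75uM) and acetyl-CoA (70uM); CoA-thiol fluorescence (Ex340/Em540) was read at 0 and 20 min.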
N370S GC mod = inhibits or activates N370S mutant glucocerebrosidase | hit rate 0.092% among 330,000 | P04062 | N370S GC spleen homogenate, 4MU-glucoside fluorescence | Potency, µM (top dose mostly 59.4 µM), for the others: top-dose activity change, negative = inhibition, actives largely listed as inhibitors;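 note: 0% = full enzyme activity and -100% = no enzyme basal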
FEN1 inh = inhibitors of human flap endonuclease 1; P39748; Recombinant FEN1 flap cleavage, fluorescence, 15 min; Potency, µM (top dose mostly 114 µM), for the others: top-dose activity change, negative = inhibition, most hits filed as inhibitors; hit rate 0.35% among 390,000; AID 588795; note: nearly all actives have a fitted effect of over 65% in size
Target sequence (P39748 whole entry, looked up): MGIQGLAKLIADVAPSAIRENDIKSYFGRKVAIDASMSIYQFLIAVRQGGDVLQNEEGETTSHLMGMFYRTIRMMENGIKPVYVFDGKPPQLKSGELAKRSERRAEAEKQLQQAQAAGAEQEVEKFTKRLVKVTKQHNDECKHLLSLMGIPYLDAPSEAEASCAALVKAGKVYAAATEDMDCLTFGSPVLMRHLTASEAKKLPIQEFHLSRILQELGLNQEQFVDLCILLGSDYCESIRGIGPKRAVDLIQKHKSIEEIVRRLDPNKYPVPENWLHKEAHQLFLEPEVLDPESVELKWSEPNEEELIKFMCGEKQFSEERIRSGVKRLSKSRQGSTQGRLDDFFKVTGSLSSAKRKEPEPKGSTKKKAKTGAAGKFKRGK
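Enzyme 10 nM, 15 min RT preincubation with compound; start with substrate 50 nM final; reads at 0 and 15 min; qHTS titration, four-parameter Hill fit.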
The depositor's hits bear a star; ? = inconclusive; / = not tested or not shown; & = joins results of further samples. Calls come from the whole dose curve; as a rule, active = well fitted curve in the direction sought with a large enough effect; inconclusive = small, poorly fitted or top-dose-only effect, or another doubt; inactive = no such curve, though single readings can be large; an effect the other way counts as inactive or inconclusive. Unless noted, % is set by controls: 0 for no effect and ±100 for the full control effect; potency is the fitted concentration of half-maximal effect. The list is partial; count on the stated rates, not on these rows.

The line under a structure holds: KAT2A inh	N370S GC mod	FEN1 inh
Cc1cc(Cl)ccc1OCC(=O)OCC(=O)NC1CCCC1
 : -6%	/	-13%
COc1ccc(CNC(=O)c2cc(Nc3ccc(C)cc3C)nc3ccccc23)cc1
 : -10%	/	9%
COC(=O)c1ccccc1NC(=O)CN1C(=O)COc2ccc(Cl)cc21
 : -8%	/	?
O=C(COC(=O)c1ccc(F)cc1)Nc1nc2ccc([N+](=O)[O-])cc2s1
 : -3%	?	14%
Cc1cc(NC(=O)CCN2C(=O)/C(=C/c3ccccc3F)SC2=S)no1
 : -3%	-6%	/
c1ccc(Oc2cccc(CN3CCCCC3)c2)cc1
 : 0%	1%	-17%
Cc1noc2ncnc(SCc3ccc(C(F)(F)F)cc3)c12
 : 2%	-15%	13%
Cc1cc(NC(=O)NC2CCCN2S(=O)(=O)c2ccc(Cl)cc2)no1 (stereo not given)
 : -3%	3%	8%
Cc1cc(/C=C2\SC(=S)NC2=O)cc(C)c1O
 : ?	-19%	-33%
Cc1cccc(Nc2nc3c(S(=O)(=O)c4ccc(Br)cc4)nnn3c3ccsc23)c1C
 : -8%	/	3%
Cc1cc(C)c(NC(=O)CNC(=O)CNC(=O)C2CCCCC2)c(C)c1
 : 0%	/	18%
CC(=O)N1N=C(c2ccccc2)CC1c1cccs1 (stereo not given)
 : -9%	3%	4%
COc1cc2c(cc1OC)C(c1ccccc1)N(C(=O)c1ccccc1)CC2 (stereo not given)
 : 1%	0%	-6%
O=C(Nc1ccc2c(c1)OCO2)c1cc(-c2ccccc2Cl)on1
 : -4%	0%	-8%
CC1CCCN(C(=O)COc2ccc(-c3ccccc3)cc2)C1 (stereo not given)
 : -1%	3%	-1%

(listing goes on)
The line under a structure holds: KAT2A inh	N370S GC mod	FEN1 inh
Cc1ccc(-n2nc(C)c3onc(C)c3c2=O)cc1
 : 3%	1%	13%
CCOC(=O)c1cnc2ccc(Br)cc2c1NCCO
 : /	-11%	-2%
Cn1c(=O)c2ccccc2n(CC(=O)NC2CCCC2)c1=O
 : -1%	1%	2%
O=[N+]([O-])c1ccc(N2CCN(c3ccc(O)cc3)CC2)cn1
 : 1%	4%	3%
CCN(CC1CCCN(CCc2cccc(F)c2)C1)C(=O)c1ccc(CSC)o1 (stereo not given)
 : -16%	-8%	0%
COc1ccc(-c2csc3nc(C)n(-n4cccc4)c(=O)c23)cc1OC
 : -2%	-2%	-16%
Cn1cc(C(=O)N2CCN(c3ccccc3)CC2)c(=O)c2cc(S(=O)(=O)N3CCOCC3)ccc21
 : -2%	-2%	24%
CCOc1ccc(S(=O)(=O)Nc2ccc3c(c2)c(C(C)=O)c(C)n3S(=O)(=O)c2ccc(OCC)cc2)cc1
 : 2%	/	?
Cc1cc(N2O[C@]34C=C[C@]25C[C@@H](O)CC[C@]5(C)C3CC[C@]2(C)[C@@H]([C@H](C)/C=C/[C@H](C)C(C)C)CC[C@H]24)no1 (stereo not given in full)
 : -4%	/	-18%
CC(C)CC(NC(=O)C(NC(=O)OC(C)(C)C)C(C)C)C(=O)N1CCCC1C(N)=O (stereo not given)
 : 1%	-12%	6%
CC1(C)CC(=O)C2=C(C1)NC(SCC(N)=O)=C(C#N)C21CCCCC1
 : 2%	-15%	-4%
COC(=O)Cc1ccc(NC(=S)NCC(C)C)cc1
 : -7%	4%	7%
CCc1nn2c(=O)c(S(=O)(=O)Nc3ccc(OC)c(Cl)c3)c(C)nc2s1
 : -7%	/	-14%
O=C(Nc1cccc(Cl)c1)c1ccc2nc(Cc3ccccc3)oc2c1
 : -3%	/	-10%
CCOc1ccc2nc(NCCCNS(=O)(=O)c3ccc(C)cc3)c(C#N)cc2c1
 : -18%	5%	-2%

Additional compounds.
The line under a structure holds: KAT2A inh	N370S GC mod	FEN1 inh
Cc1ccc(SCC(Cc2ccccc2)N2CCN(CC(C)C)CCC2=O)cc1 (stereo not given)
 : /	4%	-15%
NCCc1nnc(SCc2c(F)cccc2Cl)o1
 : 1%	-3%	4%
C[S+](CC[C@H](N)C(=O)O)C[C@H]1O[C@@H](n2cnc3c(N)ncnc32)[C@H](O)[C@@H]1O (stereo not given in full)
 : -4%&0%	-2%	3%
Cc1cnc(NC(=O)CSC(=S)N2CCOCC2)s1
 : -1%	8%	8%
Oc1ccccc1-c1nc(N2CCN(Cc3ccccc3)CC2)c2ccccc2n1
 : -11%	6%	4%
CCN(CC(=O)Nc1ccc2c(c1)OCO2)CC(=O)Nc1ccccc1C(F)(F)F
 : -5%	/	-9%
CCOCCCN1C(=O)CN(C2CCCCCC2)C(=O)C1c1ccc(OC)cc1 (stereo not given)
 : -11%	3%	0%
O=C(Cn1nc(-c2ccco2)ccc1=O)Nc1ccc(Br)cc1
 : -8%	-2%	-1%
O=C(CN1C(=O)C2(SCC(=O)N2c2ccc(F)c(F)c2)c2ccccc21)Nc1cccc(Cl)c1 (stereo not given)
 : 4%	/	-14%
Cc1ncc(CO)c2c1Oc1nc(-c3ccc(F)cc3)nc(SCc3ccc(F)cc3Cl)c1C2
 : ?	/	-2%
CCOc1ccc(/C=N/NC(=O)C2CC2)c(OCC)c1
 : 1%	15%	15%
Cc1onc(-c2ccccc2Cl)c1C(=O)Nc1ccc(-c2cn3cccnc3n2)cc1
 : ?	5%	2%
COc1ccc(-c2nc(SCC(=O)Nc3ccc4c(c3)OCO4)c(-c3ccc(OC)cc3)[nH]2)cc1
 : -6%	/	?
CCOC(=O)N1CCC(NC(=O)CCc2nc(-c3ccc(C)cc3)no2)CC1
 : 4%	-10%	8%
CCOc1ccc(NC(=O)C2CCCN(S(=O)(=O)c3cnc[nH]3)C2)cc1 (stereo not given)
 : -10%	6%	21%

(cont.)
The line under a structure holds: KAT2A inh	N370S GC mod	FEN1 inh
CN(CC(=O)Nc1ccccc1Sc1ccccc1)Cc1nc2ccccc2c(=O)[nH]1
 : -5%	25%	15%
Cc1ccccc1CN1c2ccccc2-c2nc(SCC(N)=O)ncc2S1(=O)=O
 : 1%	/	1%
N=C(C[C@@H](O)COc1ccccc1-c1ccccc1)N1CCCCC1
 : -4%	-7%	/
CCC(C)[C@H](NC(=O)N1CCn2c1nc1ccccc12)C(=O)NCCc1ccc(OC)c(OC)c1 (stereo not given in full)
 : 1%	-18%	-5%
CCOC(=O)c1ccc(NC(=S)N(CCCN2CCCC(C)C2)Cc2cccs2)cc1 (stereo not given)
 : -2%	-11%	?
Cc1ccc(CN2CCSc3ccc(C(=O)NC4CCCC4)cc32)cc1
 : -4%	7%	23%
Cc1ccc(OCC(=O)N/N=C/c2cn[nH]c2-c2ccc(Cl)c(Cl)c2)cc1
 : -9%	14%	5%
CC(NS(=O)(=O)c1ccccc1)C(=O)Nc1nccs1 (stereo not given)
 : -7%	4%	3%
Cc1cc(SC(C)C(=O)Nc2ncc(Cl)cc2Cl)nc2ccccc12 (stereo not given)
 : -4%	29%	-11%
Cc1c([N+](=O)[O-])c([N+](=O)[O-])nn1CC(=O)NCCc1ccccc1
 : -3%	16%	-1%
CC(C)CN(CC(C)C)c1nnc(N)s1
 : 1%	-4%	5%
CCOC(=O)c1ccc2c(c1)nc(SCC(=O)NC(C)C)n2CC
 : 1%	4%	10%
Cc1ccc(NC(=O)N2CCCC2C(=O)Nc2c(C)cc(C)cc2C)cc1 (stereo not given)
 : -9%	-1%	13%
CCO[C@H]1OC(C(=O)O)=C[C@@H](C)[C@@H]1CCCO
 : 1%	-1%	4%
COc1ccc(CC(=O)NNC(=O)c2cnccn2)cc1
 : 3%	-7%	-9%

Sorted by number of heavy atoms (falling): part of the list above.
The line under a structure holds: KAT2A inh	N370S GC mod	FEN1 inh
COc1ccc(-c2nc(SCC(=O)Nc3ccc4c(c3)OCO4)c(-c3ccc(OC)cc3)[nH]2)cc1
 : -6%	/	?
Cc1onc(-c2ccccc2Cl)c1C(=O)Nc1ccc(-c2cn3cccnc3n2)cc1
 : ?	5%	2%
Cc1ccccc1CN1c2ccccc2-c2nc(SCC(N)=O)ncc2S1(=O)=O
 : 1%	/	1%
CCOC(=O)N1CCC(NC(=O)CCc2nc(-c3ccc(C)cc3)no2)CC1
 : 4%	-10%	8%
Cc1ccc(OCC(=O)N/N=C/c2cn[nH]c2-c2ccc(Cl)c(Cl)c2)cc1
 : -9%	14%	5%
CCOc1ccc(NC(=O)C2CCCN(S(=O)(=O)c3cnc[nH]3)C2)cc1 (stereo not given)
 : -10%	6%	21%
N=C(C[C@@H](O)COc1ccccc1-c1ccccc1)N1CCCCC1
 : -4%	-7%	/
CCOC(=O)c1ccc2c(c1)nc(SCC(=O)NC(C)C)n2CC
 : 1%	4%	10%
COc1ccc(CC(=O)NNC(=O)c2cnccn2)cc1
 : 3%	-7%	-9%
CC(NS(=O)(=O)c1ccccc1)C(=O)Nc1nccs1 (stereo not given)
 : -7%	4%	3%
CCO[C@H]1OC(C(=O)O)=C[C@@H](C)[C@@H]1CCCO
 : 1%	-1%	4%
CC(C)CN(CC(C)C)c1nnc(N)s1
 : 1%	-4%	5%

Next results:
The line under a structure holds: KAT2A inh	N370S GC mod	FEN1 inh
COc1ccccc1N1CCN(C2CCCN(Cc3ccc(Cl)cc3)C2)CC1 (stereo not given)
 : 3%	-2%	11%
N#Cc1ccccc1NC(=O)COC(=O)CCc1ccccc1
 : -2%	11%	-2%
CN1CCN(c2ncnc3ccc(-c4ccccc4C#N)cc23)CC1
 : -4%	7%	/
O=c1cc(/C=C/c2ccccc2)oc2ccccc12
 : -5%	9%	-14%
O=C(CN1C(=O)CSCC1=O)Nc1ccc2c(c1)OCO2
 : 0%	-2%	1%
CC(C)c1ccc(C2c3[nH]c4ccccc4c3C[C@H]3C(=O)N(c4ccccc4C(=O)N4CCC(C(=O)O)CC4)C(=O)N23)cc1 (stereo not given in full)
 : -22%	9%	18%
CCCn1c(=O)c2ccccc2n2c(SCC(=O)c3cc(C)n(CC4CCCO4)c3C)nnc12 (stereo not given)
 : 2%	4%	/
CCC(C)NC(=O)N[C@@H](Cc1ccccc1)C(=O)O (stereo not given in full)
 : -3%	8%	-3%
Cc1ccc(N/C=C2\C(=O)N(c3ccc(F)cc3F)C(c3cccnc3)S2(=O)=O)cc1 (stereo not given)
 : 1%	0%	7%
Cc1cc(C)cc(-n2c(C)cc(C(=O)C(=O)Nc3ccccc3F)c2C)c1
 : -7%	/	5%
NC(=O)C1CC(=O)N(c2ccc(OCC(=O)Nc3ccc(Cl)cc3)cc2)C1 (stereo not given)
 : 1%	-3%	-1%
CC(=O)Nc1c(O)nc(SCC(=O)Nc2nnc(SCc3ccccc3)s2)[nH]c1=O
 : -10%	9%	?
CCCn1c(-c2ccc(F)cc2)cnc1SCC(=O)O
 : -6%	-5%	0%
O=C(NCCC1CCCCN1S(=O)(=O)c1ccc(F)cc1)C(=O)NCc1cccnc1 (stereo not given)
 : -5%	6%	1%
Cc1ccc([N+](=O)[O-])cc1S(=O)(=O)Nc1ccc(C(=O)NCC2CCCO2)cc1 (stereo not given)
 : -12%	/	0%

Some of these compounds in order of formula weight, low to high.
The line under a structure holds: KAT2A inh	N370S GC mod	FEN1 inh
Cc1cc(C)cc(-n2c(C)cc(C(=O)C(=O)Nc3ccccc3F)c2C)c1
 : -7%	/	5%
NC(=O)C1CC(=O)N(c2ccc(OCC(=O)Nc3ccc(Cl)cc3)cc2)C1 (stereo not given)
 : 1%	-3%	-1%
Cc1ccc([N+](=O)[O-])cc1S(=O)(=O)Nc1ccc(C(=O)NCC2CCCO2)cc1 (stereo not given)
 : -12%	/	0%

Continuation:
The line under a structure holds: KAT2A inh	N370S GC mod	FEN1 inh
COc1ccc(/C=C(\NC(=O)c2ccccc2)C(=O)N/N=C/c2ccncc2)cc1
 : -10%	-7%	4%
COC(=O)Cc1ccc2sc(-c3ccccc3)nc2c1
 : -3%	13%	-12%
CCOC(=O)C(NC(C)=O)(Nc1ccc(S(=O)(=O)Nc2cc(C)on2)cc1)C(F)(F)F (stereo not given)
 : 2%	1%	-4%
Cc1ccc(-c2nc(NC(=O)CSc3cc(C)c4ccccc4n3)ns2)cc1
 : 3%&-1%	14%	?
C[C@H](NC(=O)[C@H]1N2C(=O)c3ccccc3C2SC1(C)C)C(=O)N1CCC[C@H]1CO (stereo not given in full)
 : -28%	0%	-2%
O=C(CSc1ncn[nH]1)Nc1ccccc1C(=O)O
 : 1%	-5%	-2%
O=C(CSc1nc2ccccc2o1)c1ccc2c(c1)OCCO2
 : -4%	12%	14%
CN(C(=O)CN1CCN(c2ccccc2F)CC1)C1CCCc2ccccc21 (stereo not given)
 : -4%	-5%	-7%
CC(C)NS(=O)(=O)c1ccc(OCC(=O)NCc2cccnc2)cc1
 : 2%	20%	5%
CNC(=O)COc1ccc(Nc2nnc(C)c3ccccc23)cc1
 : -13%	0%	-11%
CC(C)CCNC(=O)c1csc2c1CCCCC2
 : -3%	1%	-6%
CC(C)Cn1c(N)c(C(=O)COC(=O)c2nccnc2N)c(=O)n(C)c1=O
 : -8%	/	-13%
CC(=O)N1CCN(CCN2C(C)=CC(=C(C#N)C#N)C=C2C)CC1
 : -17%	1%	2%
CC1CCCN(C(=S)SCC(=O)O)C1 (stereo not given)
 : 1%	-15%	2%
